Pin1 inhibitor: human Pin1 inhibition; Q13526; Pin1 FP peptide displacement, HiFluor488, 10 min; Potency, µM (doses to about 115 µM), without a hit: at the highest dose activity, negative = inhibition, usual class: inhibitors; 390,000 tested, 0.009% active; active means well fitted inhibition curve with a large enough effect in the polarisation, with a control signal flat, not every such curve was filed as active; inconclusive means small, poorly fitted or top-dose-only effect, or effect the other way, or a change in a side signal; inactive means no such curve, though single readings can be large or run the other way; the % refers to the polarisation; further: potency means the concentration at half of the fitted maximal effect; on the % scale 0 is the no-effect control and ±100 the full control effect
Target sequence (Q13526 whole entry, looked up): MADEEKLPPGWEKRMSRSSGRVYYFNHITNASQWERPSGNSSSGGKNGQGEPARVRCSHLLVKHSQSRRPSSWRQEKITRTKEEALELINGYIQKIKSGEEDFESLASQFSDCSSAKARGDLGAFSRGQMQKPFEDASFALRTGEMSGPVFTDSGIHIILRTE
POLH inh: DNA polymerase eta (human) inhibition | recombinant Pol eta, fluorescent DNA replication assay | 390,000 tested, 1.2% active | Potency, µM (series often up to 114 µM), for inactives: top-dose activity change, negative = inhibition, most hits filed as inhibitors | Q9Y253; further: potency means the concentration at half of the fitted maximal effect; on the % scale 0 is the no-effect control and ±100 the full control effect
Target sequence (Q9Y253 whole entry, looked up): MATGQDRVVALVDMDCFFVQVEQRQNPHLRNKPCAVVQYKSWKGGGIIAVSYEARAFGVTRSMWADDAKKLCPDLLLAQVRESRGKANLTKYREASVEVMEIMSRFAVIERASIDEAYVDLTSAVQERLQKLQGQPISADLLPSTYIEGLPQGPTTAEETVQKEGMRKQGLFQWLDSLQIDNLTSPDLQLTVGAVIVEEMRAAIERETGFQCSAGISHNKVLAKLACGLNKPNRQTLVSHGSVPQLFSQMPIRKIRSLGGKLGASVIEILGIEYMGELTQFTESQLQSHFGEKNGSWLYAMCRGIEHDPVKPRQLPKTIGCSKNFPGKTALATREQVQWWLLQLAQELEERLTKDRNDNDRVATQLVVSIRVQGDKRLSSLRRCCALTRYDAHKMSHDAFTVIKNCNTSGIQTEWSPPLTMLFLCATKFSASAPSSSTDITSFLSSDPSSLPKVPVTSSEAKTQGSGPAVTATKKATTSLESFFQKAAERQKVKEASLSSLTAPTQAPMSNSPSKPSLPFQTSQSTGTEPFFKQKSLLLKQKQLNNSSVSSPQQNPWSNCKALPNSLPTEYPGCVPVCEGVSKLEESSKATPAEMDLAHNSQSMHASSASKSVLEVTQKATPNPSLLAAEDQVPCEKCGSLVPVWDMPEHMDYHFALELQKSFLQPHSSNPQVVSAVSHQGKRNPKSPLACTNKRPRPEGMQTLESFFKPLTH
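Pol eta (10 nM) was preincubated with compounds for 15 min at room temperature, after which fluorescent replication substrate (50 nM final) was added to start the reaction. Fluorescence was read kinetically at 0 and 10 min.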
GLS inh: blocks human kidney-isoform glutaminase activity. Potency, µM (series often up to 45.5 µM), for inactives: at the highest dose activity change, negative = inhibition, hits mostly inhibitors. O94925. GLS enzymatic activity, qHTS titration. AID 624170. 410,000 tested, 0.21% active; further: potency means the concentration at half of the fitted maximal effect; on the % scale 0 is the no-effect control and ±100 the full control effect
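Human kidney-isoform GLS in 45 mM KH2PO4 pH 8.2, 0.02% Tween-20, with compound, started with 1mM L-Glutamine (added stock). Glutamate oxidase/HRP/Amplex red coupled fluorescence read at start and after 30 min at RT.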
BAZ2B inh: blocks human BAZ2B; AlphaScreen BAZ2B-H3K14Ac peptide displacement; AID 504333; Q9UIF8; 360,000 tested, 4.4% active; Potency, µM (titrated, usually from 114 µM), for the others: at the highest dose activity change, negative = inhibition, usual class: inhibitors; further: potency means the concentration at half of the fitted maximal effect; on the % scale 0 is the no-effect control and ±100 the full control effect; nearly all actives have a fitted effect of over 60% in size
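Multi-concentration screen (max 110 uM) measuring displacement of acetylated histone H3 peptide from BAZ2B by AlphaScreen, using 50 nM protein, 50 nM peptide and 10 ug/mL streptavidin donor plus Ni-chelate acceptor beads.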
PGK inhibitor: T. brucei PGK inhibition. P07378. PGK/GAPDH coupled, Kinase-Glo luminescence, 60 min. Potency, µM (series often up to 57.5 µM), inactives show top-dose activity change, negative = inhibition, most hits filed as inhibitors. 380,000 tested, 0.043% active; further: potency means the concentration at half of the fitted maximal effect; on the % scale 0 is the no-effect control and ±100 the full control effect; nearly all actives have a fitted effect of over 60% in size
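Luminescent ATP detection (Kinase-Glo Plus) follows a 60-minute room-temperature incubation, with wells lacking PGK as controls. Buffer: 100 mM TEA (pH 7.6), 5 mM MgCl2, 0.01% Tween-20. Coupling enzyme GAPDH (100 nM final) supplies unstable 1,3-BPG in-well.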
PI4K2A block: PI4K2A (human) kinase inhibition; Q9BTU6; purified PI4K2A, ADP-Glo luminescence, 1 h; hits give low values; activity change, negative = inhibition, % at 76.9 µM; 420,000 tested, 0.13% active; AID 1346378; in the data active means activity change below about -50%; inconclusive means mostly about -30% to -49%;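 further: -100% = wells without enzyme as full effect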
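PI4K2A activity was measured by ADP-Glo luminescence: enzyme (4 ug/mL stock) and phosphatidylinositol (1.2 mM stock) in Tris pH 7.5/MgCl2/EGTA/Triton X-100 buffer were reacted with ATP (300 microM stock) for one hour at ambient temperature.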
HP1b binding inh: HP1-beta chromodomain-methylated histone interaction inhibition; P83916; AlphaScreen HP1-beta / biotin-H3K9me3 peptide binding; Potency, µM (series often up to 114 µM), for inactives: at the highest dose activity change, negative = inhibition, actives largely listed as inhibitors; 390,000 tested, 0.56% active; AID 540317; further: potency means the concentration at half of the fitted maximal effect; nearly all actives have a fitted effect of over 70% in size; inactives centre near 23
Target sequence (P83916 whole entry, looked up): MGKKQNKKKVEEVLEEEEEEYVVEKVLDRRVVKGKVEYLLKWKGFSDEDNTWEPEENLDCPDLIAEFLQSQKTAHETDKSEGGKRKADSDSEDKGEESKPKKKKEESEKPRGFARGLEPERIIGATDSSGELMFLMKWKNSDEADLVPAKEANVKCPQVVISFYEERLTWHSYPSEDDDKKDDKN
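AlphaScreen: HP1-beta (50 nM) preformed 30 min with biotin-H3(1-18)K9me3 peptide (50 nM) in PBS pH 7.4, 0.01% Tween-20. Compound added for 30 min at RT, then streptavidin donor/nickel chelate acceptor beads (10 ug/mL) for 30 min.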
G9a block: G9a (human) methyltransferase inhibition; G9a H3K9 monomethylation, AlphaScreen, 2 h; Potency, µM (series often up to 102 µM), without a hit: top-dose activity, negative = inhibition, hits mostly inhibitors; 350,000 tested, 8.8% active; AID 504332; further: potency means the concentration at half of the fitted maximal effect; on the % scale 0 is the no-effect control and ±100 the full control effect; nearly all actives have a fitted effect of over 75% in size
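G9a (20 nM) was preincubated 15 min with compound, then reacted 2 h at room temperature with 500 nM biotin-H3K9 peptide and 20 µM SAM. Monomethyl-H3K9 detected by AlphaScreen using anti-H3K9me1 antibody.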
JMJD2A Tudor: inhibitors of human JMJD2A Tudor domain. 390,000 tested, 4.4% active. Potency, µM (highest dose often 114 µM), for inactives: top-dose activity change, negative = inhibition, hits mostly inhibitors. AlphaScreen JMJD2A-Tudor / H3K4me3 peptide binding. AID 504339; further: potency means the concentration at half of the fitted maximal effect; on the % scale 0 is the no-effect control and ±100 the full control effect; nearly all actives have a fitted effect of over 50% in size
* marks the source's active call; other numbers are inactive results; i = inactive; ? = inconclusive; · = not tested or not shown; & = joins results of further samples; ! = not confirmed by another sample; [ ] = another dose, or the depositor's remark. Unless noted, the call rests on the fitted dose curve; in most records, active means well fitted curve in the direction sought with a large enough effect; inconclusive means small, poorly fitted or top-dose-only effect, or another doubt; inactive means no such curve, though single readings can be large; an effect the other way counts as inactive or inconclusive. The list is partial; the hit share may differ from the screen's.

Start of the data: the first 2 compounds, ahead of the listing:
SMILES	Pin1 inhibitor	POLH inh	GLS inh	BAZ2B inh	PGK inhibitor	PI4K2A block	HP1b binding inh	G9a block	JMJD2A Tudor
Cc1ccc(NC(=O)Cn2c(=O)n(-c3ccccc3)c(=O)c3ccc(C(=O)NCc4ccc5c(c4)OCO5)cc32)c(C)c1	9.1%	5.8%	-6.6%	·	-8.3%	-14.2	39.4%[activator]	11.2%[59 µM]	-1.0%
C=CCOc1ccc(C(c2c(C)n(C)n(-c3ccccc3)c2=O)c2c(C)n(C)n(-c3ccccc3)c2=O)cc1	-4.3%	-18.3%	-1.0%	?	i	-2.9	27.1%	?	-6.3%

All compounds of this part (from the top)
SMILES	Pin1 inhibitor	POLH inh	GLS inh	BAZ2B inh	PGK inhibitor	PI4K2A block	HP1b binding inh	G9a block	JMJD2A Tudor
Cc1ccc(NC(=O)Cn2c(=O)n(-c3ccccc3)c(=O)c3ccc(C(=O)NCc4ccc5c(c4)OCO5)cc32)c(C)c1	9.1%	5.8%	-6.6%	·	-8.3%	-14.2	39.4%[activator]	11.2%[59 µM]	-1.0%
C=CCOc1ccc(C(c2c(C)n(C)n(-c3ccccc3)c2=O)c2c(C)n(C)n(-c3ccccc3)c2=O)cc1	-4.3%	-18.3%	-1.0%	?	i	-2.9	27.1%	?	-6.3%
COC(=O)c1cccc(NC(=O)CSc2nc(=O)cc(N)n2-c2ccccc2)c1	1.8%	?	6.6%	56.2µM*	0.0%	-6.1	-11.3%	?	-22.3%
O=C(CSc1nc2cc(Cl)ccc2s1)N1CCN(C(=O)c2ccco2)CC1	·	2.4%	5.3%	-9.1%	5.1%	-1.2	20.1%	44.7µM*	-19.9%
CC(C)N1CCN(S(=O)(=O)c2ccc3ccccc3c2)CC1	0.9%	-13.9%	0.4%	?	-5.8%	-5.0	?	·	15.8µM*
CCOc1ccc(NC(=O)c2ccc(N3CC4CC(C3)c3cccc(=O)n3C4)c(NC(=O)CCN3CCOCC3)c2)cc1 (stereo not drawn)	-2.0%	-23.8%	17.2%	-7.0%	-5.4%	-2.5	11.9%	-23.6%	-7.6%
O=P1(O)CC2=C(CC=CC2)C1	·	3.2%	-2.8%	·	-1.2%	-1.1	·	·	·
COc1cc2cnc(-c3ccccc3)cc2cc1OC	3.1%	-6.1%	-7.3%	·	-2.6%	4.5	53.0%[activator]	·	-1.4%
CC(C)c1ccccc1OCCNC(=S)NC(=O)c1cccnc1	-3.0%	-26.9%	-24.2%	-28.5%	-7.2%	-0.4	21.0%	2.8%[59 µM]	-15.1%
C=CCn1c(SCC(=O)NCC2CCCO2)nc2scc(-c3ccccc3)c2c1=O (stereo not drawn)	-4.4%	-13.2%	3.3%	-10.7%	-3.7%	3.1	42.0%[activator]	13.2%	-6.8%
COc1ccc(CC2(CO)CCN(Cc3ccc4nsnc4c3)CC2)cc1	-0.9%	-13.0%	-3.4%	-12.8%	-0.6%	-3.9	27.6%	-7.1%	-9.7%
Cc1ccc(C(=O)N2CCc3ccccc32)cc1NC(=O)c1ccco1	-1.2%	-17.8%	-4.8%	-17.4%	-4.0%	-3.0	44.7%[activator]	0.5%	-12.6%
CCOc1ccc(N=C2C(=O)Nc3ccc(C)c(Br)c32)cc1	-8.4%	-16.1%	-10.4%	35.5µM*	1.2%	10.3	?	?	?
Cc1cc(Cl)ccc1OCC(=O)Nc1ccccc1NS(=O)(=O)c1cccs1	0.1%	3.0%	10.8%	-15.2%	-0.5%	-2.2	41.6%[activator]	22.7%[12.7 µM]	-5.1%
O=C(NCC1CCCO1)c1c(O)c2c([nH]c1=O)CCCC2 (stereo not drawn)	-2.7%	-4.2%	-10.3%	4.5%	-5.8%	-0.6	12.9%	-24.3%	-3.1%
CCC/C=C1/CCCOC(C(=O)NCc2ccccn2)(C(F)(F)F)C1 (stereo not drawn)	5.0%&0.4%	-2.0%	-1.9%	·	3.6%	-0.2	34.3%&19.5%	·	4.3%&-15.2%
COC(=O)c1c(C)oc(C)c1S(=O)(=O)Nc1ccc(C(C)C)cc1	3.6%	-7.1%	7.2%	17.3%	7.1%	-3.5	30.6%[activator]	·	9.7%
Cc1ccccc1OCCCn1c(CCNC(=O)C2CCCCC2)nc2ccccc21	26.8%	-7.4%	-8.3%	3.6%	i	-0.3	30.9%	4.8%[59 µM]	-3.7%
COc1cccc(-c2cc(C(=O)Nc3ccccc3SC)no2)c1	-0.2%	-13.6%	-8.5%	-4.4%	14.7%	-7.9	6.7%	-37.5%	9.5%
CO/N=C(\CS(=O)(=O)Cc1ccc(OC)cc1)c1ccc(Cl)cc1	17.0%	-5.7%	-5.2%	3.2%	i	-10.6	18.3%	-14.1%[2.33 µM]	-9.6%
COc1cc2c(OC(C)=O)c3c(c(-c4ccc5c(c4)OCO5)c2cc1OC)C(=O)OC3	9.4%&19.4%	-18.2%	2.9%	-4.9%	-11.1%	2.6	?	-9.5%[59 µM]	89.1µM*!
CN1CCN(NC(=O)CSc2ccc(Cl)cc2Cl)CC1	-7.0%	-15.9%	3.5%	-7.6%	i	-5.5	32.6%	-12.5%	-4.7%
CC(C)CNC(=S)NNC(=O)c1nn(C)cc1Cl	0.4%	-6.2%	22.1%	21.1%	0.5%	4.0	65.1%[activator]	20.3%[59 µM]	-8.2%
Cc1cc(-c2ccc(C(C)C)c(S(=O)(=O)N3CCN(c4ccccn4)CC3)c2)on1	14.9%	-24.9%	-3.7%	-22.3%	-5.7%	-6.9	-1.7%[57 µM]	·	-25.7%
COc1ccccc1N1CCN(C(=O)c2cc(C3CC3)on2)CC1	4.8%	-25.3%	1.8%	-4.7%	-12.6%	-7.7	29.8%	?	-12.4%
CSc1ccccc1C(=O)Nc1ccccc1C(=O)N1CCCC1	-6.7%	-3.6%	0.7%	-8.4%	i	1.2	56.8%[activator]	-2.2%[59 µM]	2.1%
CC(C)(C)C(=O)OCc1nc(-c2ccc(Cl)cc2)cs1	-0.6%	-25.7%	4.2%	45.6%[activator]	-8.7%	0.5	69.2%[activator]	232.6%[activator]	59.4%[activator]
CC1(C)COC(c2cc3c(cc2Br)OCO3)OC1	-1.5%	-19.6%	-1.5%	·	i	0.4	45.6%[activator][57 µM]	·	22.1%
Cc1ccc(NC(=O)CN(C)C(=O)CNC(=O)c2cccs2)cc1	0.3%	-20.5%	2.3%	-5.4%	7.9%	-0.9	32.0%	16.2%[2.33 µM]	2.1%
CSc1ccc(/C=N/n2c(COc3ccccc3)n[nH]c2=S)cc1	-4.3%	-17.5%	-12.5%	?	-2.9%	2.9	?	22.4µM*	?
NS(=O)(=O)c1ccc2nc(NC(=O)CS(=O)(=O)c3ccc(F)cc3)sc2c1	9.9%	79.4µM*	6.5%	-26.0%	1.6%	-2.3	48.5%[activator]	i	-6.9%
O=C(NC1CCCCC1)c1ccc2c(c1)N(Cc1cccc(Cl)c1)C(=O)c1ccccc1S2(=O)=O	25.5%	9.3%	-6.4%	0.4%	-3.8%	2.4	27.5%	-14.8%[59 µM]	-16.3%
Cc1cc(CN(C)C(=O)C2CCC(=O)N(CCc3ccccc3)C2)n[nH]1 (stereo not drawn)	-3.9%	-16.3%	-1.8%	-3.6%	-9.6%	-3.2	27.7%	13.2%	-5.1%
COc1ccccc1/C=C(/C#N)C(=O)O	-10.9%	1.9%	-5.4%	-16.3%	-0.8%	-0.8	38.9%	6.2%[0.501 µM]	-3.5%
CCN(CC)S(=O)(=O)c1ccc(OC)c(NC(=O)C2CC(=O)N(c3ccc(C)cc3)C2)c1 (stereo not drawn)	-1.2%	-13.9%	-6.2%	-25.5%	-8.1%	-15.8	27.0%	?	-2.4%
O=C(C1=NN[C@@H]2C(=O)N(c3cccc(F)c3)C(=O)[C@H]12)c1cnccn1	3.9%	2.9%	21.9%	44.7µM*	3.9%	-4.8	36.0%[activator]	20µM*	17.8µM*
Cc1cc(C)nc(N(C#N)CN2C(=O)c3ccccc3S2(=O)=O)n1	3.1%	-6.9%	2.6%	·	-0.7%	2.4	23.9%	?	-4.1%
COc1ccc(C(CC(=O)NCC(OC)OC)NS(=O)(=O)c2ccc(Cl)cc2)cc1 (stereo not drawn)	2.7%	-3.0%	-8.3%	7.8%	-5.3%	-2.9	17.9%	-4.9%	-11.9%
CS(=O)(=O)N1CCN(c2ccc(NC(=O)c3cccnc3Cl)cc2)CC1	0.7%	-1.4%	62.9%[activator]	10.1%	-7.0%	1.3	29.3%	?	-9.3%
CC1(C)CC(=O)C2=C(C1)C(c1cn(-c3ccccc3)nc1-c1ccccc1)C(C#N)=C(N)O2 (stereo not drawn)	14.4%	?	-1.3%	?	-8.1%	-0.8	13.5%	-3.9%[59 µM]	-29.5%
CCc1nc(N2CCN(S(=O)(=O)c3ccc(Br)cc3)CC2)c2c(C)c(C)sc2n1	10.4%	0.3%	-1.0%	·	3.8%	0.2	15.0%	·	-14.0%
CCNC(=S)Nc1ccc(OC(F)(F)F)cc1	6.2%	-8.8%	2.0%	0.7%	-7.5%	-3.9	34.8%	13.3%	-13.6%
COc1ccc(CNC2CCN(Cc3ccccc3)CC2)cc1	-2.8%	-1.8%	-0.8%	-22.4%	-0.6%	0.0	23.6%	-50.2%	-8.0%
CCOc1cc(-c2ccc(OC(=O)c3ccc(OC)cc3)c(OC)c2)cc(=O)c2c(C)oc(C)c12	23.2%	-10.6%	4.7%	?	-5.1%	-3.3	-7.5%	15.8µM*	?

Screens deposited in PubChem BioAssay by National Center for Advancing Translational Sciences (NCATS).
